All columns: NCI-60 one-dose screen, growth in % after 48 h at 10 µM unless noted; 100 = growth as untreated, 0 = no growth, -100 = all killed.
SK-MEL-28: SK-MEL-28 melanoma; 81,000 tested, 4.1% active
MALME-3M: MALME-3M melanoma | AID 1794766 | 78,000 tested, 5.8% active
MDA-MB-435: MDA-MB-435 melanoma. 82,000 tested, 7.8% active. AID 1794794
LOX IMVI: LOX IMVI melanoma; 79,000 tested, 7.4% active; AID 1794757
SK-MEL-2: SK-MEL-2 melanoma. 77,000 tested, 4.7% active
UACC-257: UACC-257 melanoma | AID 1794764 | 78,000 tested, 4.4% active
SK-MEL-5: SK-MEL-5 melanoma; 80,000 tested, 6.4% active; AID 1794755
UACC-62: UACC-62 melanoma; 81,000 tested, 5.4% active
An asterisk follows results filed as active; x = not tested or not shown; [ ] = remark or other dose. How the source made its calls: active means growth percent below 10; inactive means the rest. Rows are unselected; overall some 13% were active at least once.

The opening 4 records, ahead of the listing:
SMILES	SK-MEL-28	MALME-3M	MDA-MB-435	LOX IMVI	SK-MEL-2	UACC-257	SK-MEL-5	UACC-62
Fc1ccc(-c2cn3ccnc3c(-c3ccc4c(c3)ncn4C3CCCCC3)n2)cc1	103	106	117	99	94	101	97	98
CCC(C)n1c(NCCc2ccc(O)c(O)c2)nc2c1c(=O)n(C)c(=O)n2C (configuration not stated)	106	105	93	89	108	x	88	93
CC(=O)C(=O)Nc1ccccc1	112	113	104	112	116	96	x	103
CCCCCCOc1ccc(C(=N)N(CCCC)CCCC)c2ccccc12	-94*	-83*	-89*	-93*	-86*	-86*	-99*	-86*

Results, from the start:
SMILES	SK-MEL-28	MALME-3M	MDA-MB-435	LOX IMVI	SK-MEL-2	UACC-257	SK-MEL-5	UACC-62
Fc1ccc(-c2cn3ccnc3c(-c3ccc4c(c3)ncn4C3CCCCC3)n2)cc1	103	106	117	99	94	101	97	98
CCC(C)n1c(NCCc2ccc(O)c(O)c2)nc2c1c(=O)n(C)c(=O)n2C (configuration not stated)	106	105	93	89	108	x	88	93
CC(=O)C(=O)Nc1ccccc1	112	113	104	112	116	96	x	103
CCCCCCOc1ccc(C(=N)N(CCCC)CCCC)c2ccccc12	-94*	-83*	-89*	-93*	-86*	-86*	-99*	-86*
CCCCOS(=O)(=O)c1ccc(C)cc1	109	97	104	100	99	108	102	100
Cc1cc2nc3c4ccc(Br)cc4n(CCN(C)C)c3nc2cc1C	42	0.8*	18	-53*	8.8*	18	4.2*	13
COc1cccc(Nc2nc(N)c3ccccc3n2)c1	80	72	78	50	106	99	41	60
CCCCOc1c(Cl)cc(Cl)cc1-c1ccccc1	107	107	93	101	98	85	100	x
COc1ccc(-c2cc(C(=O)NCc3ccccc3)nn2-c2ccc(S(C)(=O)=O)cc2)cc1	107	114	107	96	99	105	95	77
NNC(=O)C(Cc1ccccc1)NC(=O)c1ccccc1[N+](=O)[O-] (configuration not stated)	102	109	95	98	112	111	101	100
CN(C)CCOc1ccc(/C(=C(/CCCCCCCCCC[P+](c2ccccc2)(c2ccccc2)c2ccccc2)c2ccccc2)c2ccccc2)cc1	-94*	-82*	-98*	-90*	-76*	-77*	-97*	-83*
Cn1ncc2c(Nc3ccc([N+](=O)[O-])cc3)nc(Cl)nc21	114	119	106	86	110	115	87	86
COc1cc(-c2cc(/C=C/C(=O)c3ccc(F)cc3Br)[nH]n2)cc(OC)c1OC	99	96	103	101	102	100	99	90
C1CCOC1	100	107	102	101	85	80	103	103
CN(C)c1ccc(C=NCCN=Cc2ccc(N(C)C)cc2)cc1	125	99	102	107	106	106	105	98
Cc1cc2nc3ccccc3n2c2cc(OCCCCl)ccc12	116	125	100	100	89	100	91	82
C#C[C@@]1(O)[C@@H](CO)O[C@@H](n2cc(Br)c3c(Cl)ccnc32)[C@@H]1O	99	62	57	-34*	69	91	74	68
CCSc1nc(-c2ccc(OCc3ccccc3)c(OC)c2)c(C#N)c(=O)[nH]1	96	100	98	101	x	96	92	94
O=C(O)c1ccc(-n2cc(C(=O)O)c(-c3ccc4ccccc4c3)n2)cc1	120	96	100	96	97	109	103	103
C=CCn1c(=O)n(C)c(=O)c2c1nc(Cl)n2C	103	x	110	111	107	111	111	104
CCOc1ccc2nc(NC(=O)c3ccc(C(C)C)cc3)sc2c1	92	82	94	95	98	103	91	78
CCOC(=O)N1CCN(Cc2c(O)ccc3ccccc23)CC1	127	105	106	100	x	107	99	90
Cc1ccc(C2CC(c3cccc(Nc4ccncc4)c3)=NN2C=O)cc1 (configuration not stated)	103	79	95	95	101	95	87	91
CCOc1ccc(-c2cnnn2-c2nonc2N)cc1OC	113	99	100	86	91	97	88	98
CCCCC1(C2CCCC2)NC(=O)NC1=O (configuration not stated)	99	112	103	76	100	111	97	99
(continued)
SMILES	SK-MEL-28	MALME-3M	MDA-MB-435	LOX IMVI	SK-MEL-2	UACC-257	SK-MEL-5	UACC-62
Cc1csc(/N=C(N)/N=C(\N)c2cccc(C(F)(F)F)c2)n1	105	104	70	97	95	99	99	83
COCOc1ccc2c(=O)c(C)c(C(=O)N[C@@H](Cc3ccccc3)C(O)C(=O)NCCc3ccc(OC)cc3)oc2c1 (some centres not stated)	124	111	115	x	118	116	99	102
Nc1nn(-c2nc(Nc3ccccc3)nc(Nc3ccc(S(N)(=O)=O)cc3)n2)c(N)c1N=Nc1ccccc1	105	96	104	107	104	103	96	98
CNC(=O)c1ccc2cc(OC)c(OC)cc2c1	109	115	106	105	131	101	108	108
C=C(C)[C@@H]1CC[C@]2(C(=O)NCCNCCN)CC[C@]3(C)[C@H](CC[C@@H]4[C@@]5(C)C/C(=C/c6ccncc6)C(=O)C(C)(C)[C@@H]5CC[C@]43C)[C@@H]12	99	106	93	96	108	105	96	87
COc1ccc2c(c1)CN1C(CCC3c4ccccc4NC31)C2 (configuration not stated)	89	81	92	91	85	89	61	74
CC(=O)Nc1ccc(S(=O)(=O)OCCCl)cc1	108	112	114	98	107	105	104	91
COc1cc(C(=O)n2nc(-c3cc(OC)c(OC)c(OC)c3)nc2N)cc(OC)c1OC	97	103	96	96	91	101	94	102
Cc1cccc(C(N)=S)n1	101	101	108	99	86	74	98	97
COc1ccc(-c2nnc3c4c(ncn23)N(C)c2ccccc2C(C)C4)cc1 (configuration not stated)	103	96	93	104	94	x	86	82
CCC1(CC)CNC(=O)NC1=O	112	104	110	99	101	97	102	105
OCC1CCCO1 (configuration not stated)	117	99	113	96	105	105	104	107
C=CCOc1c(CCC)cc(C#N)cc1CCC	102	104	100	96	105	94	102	109
CS(=O)(=O)c1nccc(-c2c(-c3cccc(O)c3)nc3occn23)n1	104	102	108	96	103	110	100	97
CCOc1cccc(/C=N/NC(=O)Cc2ccc(Nc3ccnc(C(F)(F)F)c3)cc2)c1O	61	34	40	2.4*	x	22	-36*	-5.6*
NC(=O)/[N+]([O-])=C\c1ccc(/C=[N+](/[O-])C(N)=O)cc1	108	120	103	x	116	112	110	98
Cc1cc(Cl)ccc1NC(=O)N1CCCCC1	119	109	101	x	105	105	97	95
O=C(Cn1ccc(=O)[nH]c1=O)Nc1ccc(O)c([N+](=O)[O-])c1	108	x	105	99	96	95	117	97
CCOC(=O)C1CC=CCC1C(=O)OCC (configuration not stated)	108	101	111	102	102	85	93	99
COc1ccc(Cn2cc(C(=O)N=Nc3c(O)[nH]c4ccc(C)cc34)nn2)cc1	111	106	101	102	93	101	92	95
COc1cc2c(c(OC)c1OC)CCC(c1cccc(C(=O)Nc3ccc(C#N)cc3)c1)O2 (configuration not stated)	59	58	37	40	51	45	-13*	25
C=CCn1c(SC/C(=N\O)c2ccc(Br)cc2)nnc1-c1c[nH]c2ccccc12	92	95	89	x	91	101	59	64
O=C1C(SCc2ccccc2)=C(Cl)CN1c1ccccc1	99	95	97	43	110	106	99	93
Cc1cccc2cc(-c3cc4ccccc4[nH]3)/c(=N\Nc3ccc(Cl)cc3)oc12	105	65	98	x	100	94	93	87
CC(=O)NC(C)(C)C(=O)N1CCC[C@H]1C(=O)NC(C)(C)C(=O)N[C@@H](C)C(=O)NC(C)(C)C(=O)NC(C)(C)C(=O)N[C@@H](CCC(N)=O)C(=O)NC(C)(C)C(=O)N[C@H](C(=O)NC(C)(C)C(=O)NCC(=O)N[C@@H](CC(C)C)C(=O)NC(C)(C)C(=O)N1CCC[C@H]1C(=O)N[C@H](C(=O)NC(C)(C)C(=O)NC(C)(C)C(=O)N[C@@H](CCC(N)=O)C(=O)N[C@@H](CCC(N)=O)C(=O)N[C@H](CO)Cc1ccccc1)C(C)C)C(C)C	32[4.25 µM]	-11*[4.25 µM]	17[4.25 µM]	19[4.25 µM]	0.3*[4.25 µM]	x	-46*[4.25 µM]	35[4.25 µM]
Continuation:
SMILES	SK-MEL-28	MALME-3M	MDA-MB-435	LOX IMVI	SK-MEL-2	UACC-257	SK-MEL-5	UACC-62
COC(=O)c1cccc([N+](=O)[O-])c1Cn1cc(COc2ccc3c(c2)NC(=O)CC3)nn1	94	102	98	79	100	112	95	87
CNNCc1ccc(C(=O)NC(N)=O)cc1	116	93	122	101	105	x	103	93
CCOC(=O)c1c(-c2ccc(Cl)cc2Cl)c(C#N)c(=O)n(Cc2nc3ccccc3[nH]2)c1N	112	103	105	90	87	111	94	82
CC1=C2CC[C@]2(C)[C@]23OC[C@](C)(C[C@@H]2C1=O)[C@@H]3O	106	101	104	91	108	95	101	93
O=C(Cn1cc(CN2CCN(c3ccnc4cc(Cl)ccc34)CC2)nn1)Nc1cccc(Cl)c1	111	101	103	90	107	105	86	64
COc1cc(NCC(=O)Nc2cc(Nc3ccc(F)c(Cl)c3)ncn2)c(Cl)c(OC)c1Cl	99	104	94	93	91	94	104	86
CCOC(=O)c1[nH]c(C=O)c(C(=O)OCC)c1C	x	111	61	104	104	72	100	90
CCCOC(=O)C1(O)CCCC1	99	96	101	108	91	103	99	105
O=C(NC1CCOCC1)c1ccc(-c2nc(CSc3nc4ccccc4s3)no2)cc1	107	92	98	94	105	102	92	89
CC(Sc1nc2sc3c(c2c(=O)n1-c1ccc(Cl)cc1)CCCC3)C(=O)Nc1nc(-c2cccc(Br)c2)cs1 (configuration not stated)	96	101	102	95	102	99	97	95
NC(=O)c1cccc(-n2ccc3cc(NC(=O)c4ccc(N5CCOCC5)c(C(F)(F)F)c4)ccc32)n1	65	65	71	64	71	75	50	51
CNC(=O)OCc1c(COC(=O)NC)c2n(c1C)CSC2	119	98	103	101	125	97	88	91
CCCCCCc1cc(-c2cc(CCCCCC)[nH]n2)n[nH]1	99	85	96	81	109	100	99	88
CCC(O)C(=O)O (configuration not stated)	102	118	110	96	100	127	105	100
COc1ccc2c(c1)CCCC21C(=O)Nc2ccc(OC)cc21 (configuration not stated)	115	106	104	106	95	95	103	104
O=C(O)c1nn(-c2ccccc2)nc1N1CCCCC1	104	104	103	95	110	106	100	96
CC(=O)n1nc(C(=O)OC(C)C)c2cc(C)c(C)cc21	114	95	99	97	106	92	92	98
COC(=O)c1cccc(NC(=O)c2ccc(-c3cccc([N+](=O)[O-])c3)o2)c1	92	93	96	97	103	105	74	84
N#Cc1cn(-c2ccc(Cl)cc2Cl)c(C(=O)c2cccnc2)c1N	104	80	100	64	118	110	79	72
C/C=C/Cc1ccccc1O	127	105	103	96	x	125	90	109
Nc1[nH]c(=O)[nH]c(=O)c1NCc1ccccc1	108	95	100	105	122	88	95	101
O=c1oc2ccccc2cc1-c1csc(N/N=C/c2cn(-c3ccccc3)nc2-c2cc3ccccc3oc2=O)n1	95	80	56	96	95	84	86	86
COc1ccc(-c2csc(NC(=O)CN3CCN(CCO)CC3)n2)cc1NS(=O)(=O)c1cccc2c(N(C)C)cccc12	-2.6*	-68*	57	-58*	87	68	58	89
CCN(CC)CCOc1ccc(Nc2ncc3cc(-c4c(Cl)cccc4Cl)c(=O)n(CCOC)c3n2)cc1	37	11	1.3*	-78*	35	13	14	32
CC(=O)/C(=C\c1cccc([N+](=O)[O-])c1)C(=O)Nc1ccccc1C	108	87	104	101	101	93	90	87
New compounds follow:
SMILES	SK-MEL-28	MALME-3M	MDA-MB-435	LOX IMVI	SK-MEL-2	UACC-257	SK-MEL-5	UACC-62
CN1CCC(N)(C(=O)O)CC1	106	113	99	105	122	98	103	105
CC(=O)Oc1ccccc1C(=O)/C=C/c1cccc([N+](=O)[O-])c1	96	x	56	x	96	103	89	86
COc1cc2cc3c(nc2cc1OC)CCN3Cc1ccc(NC(=O)c2ccc(Cl)c(C(F)(F)F)c2)cc1	98	69	96	90	108	87	85	80
c1ccc(-n2ncc3c(-n4cncn4)ncnc32)cc1	91	92	102	67	x	95	95	48
Cc1nn(-c2ccccc2)c2sc3nc(=O)sc-3cc12	110	110	109	96	116	110	97	100
CCOC(=O)C1=C(CN2CCCC2)N(C)C(=O)NC1c1ccccc1 (configuration not stated)	100	101	106	92	105	112	104	101
Cc1[nH]nc(C(N)=O)c1[N+](=O)[O-]	93	94	105	97	119	94	91	90
COc1cc(-c2nc(SCC(C)C)nc(N3CCOCC3)c2C#N)cc(OC)c1OC	106	98	98	97	104	103	97	74
c1ccc2c(c1)NC1(CCCCC1)n1nccc1-2	105	92	96	92	95	95	102	104
O=S(=O)(c1cccc(F)c1)N1CCN(c2nccc(-c3c(-c4cccc(F)c4)nc4sccn34)n2)CC1	106	114	90	81	88	109	54	81
COC(=O)[C@]12CC[C@@H](C)[C@H](C)[C@H]1[C@H]1C(=O)C[C@@H]3[C@@]4(C)CC[C@H](OC(C)=O)C(C)(C)[C@@H]4CC[C@@]3(C)[C@]1(C)CC2	100	109	105	96	101	94	102	87
O=C1Nc2ccc(Cl)cc2/C1=C/c1ccc(OCC(=O)c2ccc(Br)cc2)cc1	99	85	99	108	113	100	97	83
CC1(C)CC[C@]23CC[C@]4(C)[C@H](CC[C@@H]5[C@@]6(C)CC(CCc7nn[nH]n7)(CCc7nn[nH]n7)C(=O)C(C)(C)[C@@H]6CC[C@]54C)[C@H]2[C@H]1OC3=O	99	109	103	98	108	116	98	98

Exported in markdown: part of the list above.
| smiles | SK-MEL-28 | MALME-3M | MDA-MB-435 | LOX IMVI | SK-MEL-2 | UACC-257 | SK-MEL-5 | UACC-62 |
| --- | --- | --- | --- | --- | --- | --- | --- | --- |
| COc1cc(-c2nc(SCC(C)C)nc(N3CCOCC3)c2C#N)cc(OC)c1OC | 106 | 98 | 98 | 97 | 104 | 103 | 97 | 74 |
| c1ccc2c(c1)NC1(CCCCC1)n1nccc1-2 | 105 | 92 | 96 | 92 | 95 | 95 | 102 | 104 |
| O=S(=O)(c1cccc(F)c1)N1CCN(c2nccc(-c3c(-c4cccc(F)c4)nc4sccn34)n2)CC1 | 106 | 114 | 90 | 81 | 88 | 109 | 54 | 81 |
| COC(=O)[C@]12CC[C@@H](C)[C@H](C)[C@H]1[C@H]1C(=O)C[C@@H]3[C@@]4(C)CC[C@H](OC(C)=O)C(C)(C)[C@@H]4CC[C@@]3(C)[C@]1(C)CC2 | 100 | 109 | 105 | 96 | 101 | 94 | 102 | 87 |
| O=C1Nc2ccc(Cl)cc2/C1=C/c1ccc(OCC(=O)c2ccc(Br)cc2)cc1 | 99 | 85 | 99 | 108 | 113 | 100 | 97 | 83 |
